SR-BI DiI inh = inhibitors of mouse SR-BI mediated HDL lipid uptake | Q61009 | ldlA[mSR-BI] CHO cells, DiI-HDL uptake fluorescence, 3 h | inhibition, % at 12.5 µM | 320,000 compounds, 0.96% hits | AID 488896;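 active means mean replicate inhibition of at least 70% and a set share of replicates each scoring 70 or more; inconclusive means meets just one of the two criteria; inactive means fails both criteria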;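 further: 0% = median of neutral control wells and 100% = median of positive control wells; values of inactives mirror those of a sister screen read the other way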
Target sequence (Q61009 whole entry, looked up): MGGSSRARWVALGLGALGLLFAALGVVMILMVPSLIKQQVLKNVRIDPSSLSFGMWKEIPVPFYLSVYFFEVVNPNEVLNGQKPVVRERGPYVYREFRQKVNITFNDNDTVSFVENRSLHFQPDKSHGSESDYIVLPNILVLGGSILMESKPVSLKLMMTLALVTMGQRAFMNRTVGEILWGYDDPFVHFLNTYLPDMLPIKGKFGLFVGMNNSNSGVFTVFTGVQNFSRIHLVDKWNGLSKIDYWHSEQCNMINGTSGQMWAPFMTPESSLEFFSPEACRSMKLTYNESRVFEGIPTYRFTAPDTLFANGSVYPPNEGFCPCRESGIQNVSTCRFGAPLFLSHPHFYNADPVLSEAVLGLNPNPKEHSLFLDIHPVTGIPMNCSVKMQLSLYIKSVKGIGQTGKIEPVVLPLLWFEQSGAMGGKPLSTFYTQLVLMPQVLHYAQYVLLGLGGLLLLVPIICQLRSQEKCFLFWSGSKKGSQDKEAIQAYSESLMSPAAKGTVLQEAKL
CAL PDZ FP-1 = inhibitors of human CAL PDZ peptide binding; Q9HD26; purified CAL PDZ, TMR-peptide fluorescence polarization, 1 h; inhibition, % at 20 µM; 330,000 compounds, 0.02% hits; AID 504414;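 active means highest replicate inhibition of at least 40%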;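 further: plate controls were DMSO neutral control wells for no effect and unlabeled competitor peptide control wells for full effect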
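material = purified tagged CAL PDZ domain construct (CerCALP) | buffer or medium = sodium phosphate/NaCl buffer pH 7.4 with TCEP, IgG, Thesit | reagent = TMR-labelled reporter peptide T*-PRC34 bound in PDZ groove | incubation = 1 h room-temperature incubation prior to read | measured by = fluorescence polarization (mP) | evaluation = percent inhibition from loss of millipolarization | control set = unlabelled peptide and DMSO controls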
PfHsp90 set2 = inhibits growth of yeast expressing Plasmodium falciparum Hsp90; S. cerevisiae expressing PfHsp90, BacTiter-Glo ATP, 48 h; yeast lacking PDR1 and PDR3 efflux regulators; inhibition, % at 9.4 µM; 310,000 compounds, 0.32% hits; AID 504621;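 active means every replicate shows inhibition above about 80%, whatever the replicate mean, limit read from the data; inconclusive means mean inhibition reaches the set limit but some replicate falls short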;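 further: 0% = DMSO neutral controls and 100% = 20 µM radicicol positive controls; yeast relying on Plasmodium falciparum Hsp90 in place of its own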
MITF TRPM1 HTS = MITF TRPM1 promoter activation in melanoma cells. SK-MEL-5 TRPM1-promoter luciferase, 24 h; % of positive control, neutral wells = 0. activation, % at 12.5 µM. 300,000 compounds, 0.75% hits. AID 588334;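 active means mean activation of at least 80% with every replicate also reaching 80%; inconclusive means mean reaches 80% but some replicate falls short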;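 further: 0% = neutral control wells and 100% = parthenolide positive control wells; values of inactives mirror those of a sister screen read the other way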
PvdQ acylase = P. aeruginosa PvdQ acylase inhibition. inhibition, % at 10 µM. AID 488965. 340,000 compounds, 0.063% hits. purified PvdQ acylase, fluorescence plate reader; in the data active means inhibition above about 30%, passing the limit was not always enough; inconclusive means no clear call, values can overlap the other calls;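 further: 0% = vehicle neutral wells and 100% = reference inhibitor wells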
dFosB act = activators of mouse delta FosB homodimer; purified delta FosB, TAMRA-CDK5 oligo fluorescence polarization; percent of positive-control signal above neutral wells; P13346; activation, % at 25 µM; 340,000 compounds, 0.99% hits; AID 493131;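 active means mean activation above about 17%, with every replicate also reaching it, limit read from the data, passing the limit was not always enough; inconclusive means only one of the two conditions met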;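 further: fluorescence polarization rise as delta FosB binds a TAMRA Cdk5 AP-1 oligo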
Target sequence (P13346 whole entry, looked up): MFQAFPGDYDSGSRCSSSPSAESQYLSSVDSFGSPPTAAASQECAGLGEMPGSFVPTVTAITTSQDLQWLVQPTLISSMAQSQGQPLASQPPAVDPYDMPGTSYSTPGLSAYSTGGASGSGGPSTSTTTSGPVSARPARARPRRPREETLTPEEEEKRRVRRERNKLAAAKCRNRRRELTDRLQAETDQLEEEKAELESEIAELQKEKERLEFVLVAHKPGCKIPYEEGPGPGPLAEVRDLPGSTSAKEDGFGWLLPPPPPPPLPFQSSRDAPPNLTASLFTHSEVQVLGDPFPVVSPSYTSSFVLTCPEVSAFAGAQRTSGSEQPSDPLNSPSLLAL
CAL PDZ FP-2 = inhibitors of human CAL PDZ peptide binding. Q9HD26. purified CAL PDZ, TMR-peptide fluorescence polarization, 1 h. inhibition, % at 24.9 µM. 300,000 compounds, 0.92% hits. AID 602252;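 active means mean inhibition of at least 30% with at least half of replicates also reaching 30%; inconclusive means no clear call, values can overlap the other calls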;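 further: 0% = DMSO neutral control and 100% = excess unlabeled competitor peptide PRC23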
NSD2 inh = NSD2 (human) methyltransferase inhibition; AID 743445; inhibition, % at 12.5 µM; 310,000 compounds, 0.54% hits; O96028; NSD2 peptide methylation, AlphaScreen, 120 min; in the data active means inhibition above about 50%
Rtt109 Vps75 = C. albicans Rtt109 histone acetyltransferase inhibition; purified Rtt109/Vps75, ThioGlo CoA-SH fluorescence, 4 h; inhibition, % at 34.9 µM; 330,000 compounds, 0.16% hits;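 active means inhibition of at least 50% in every replicate; inconclusive means best replicate reaches 50% inhibition but some replicates fall short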
SR-BI DiI-HDL act = activators of SR-BI mediated HDL lipid uptake; CHO ldlA[mSR-BI] cells, DiI-HDL uptake fluorescence, 3 h; 100 = double the neutral-control signal; activation, % at 12.5 µM; 320,000 compounds, 0.096% hits; AID 504775;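 active means mean replicate activation of at least 60% and every replicate at or above 60%; inconclusive means mean or all-replicate condition met, but not both; inactive means mean below 60% and not all replicates reaching 60%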;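 further: 0% = median plate neutral-control signal and 100% = twice that signal; values of inactives mirror those of a sister screen read the other way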
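Test system: SR-BI-overexpressing, LDLR-lacking CHO cells; Medium: Ham's F12 with 0.5% BSA, HEPES 25 mM, pH 7.4; Schedule: 3 h, 37 °C; Technique: bottom-read fluorescence, 550/595 nm.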
* hit, by the source's call; ? = inconclusive; nt = not tested or not shown.

SMILES	SR-BI DiI inh	CAL PDZ FP-1	PfHsp90 set2	MITF TRPM1 HTS	PvdQ acylase	dFosB act	CAL PDZ FP-2	NSD2 inh	Rtt109 Vps75	SR-BI DiI-HDL act
O=C(NC1CCCCC1)C(c1cccnc1)N(C(=O)CCl)c1ccccc1Cl (stereo unspecified)	-8	-2.7	-9	-18	-9	0	-2	9	14	8
Cc1cc(C)n(-c2ccc(C(=O)O)cc2[N+](=O)[O-])n1	-5	-0.1	37	-7	-15	-4	-4	-1	1	5
COc1ccc(C(=O)Oc2cccnc2)cc1OC	-8	0.1	nt	nt	4	-8	0	-3	-11	8
CN1CCC(CC(C(=O)N2CCCC2)(c2ccccc2)c2ccccc2)C1 (stereo unspecified)	-10	-0.7	-16	-1	-23	-4	-1	3	7	10
O=C(c1ccncc1)N1CCN(S(=O)(=O)c2ccccc2F)CC1	-36	-0.2	nt	3	-11	-1	nt	0	0	36
Cc1cc(=O)[nH]c(S/C=C/c2ccccc2)n1	-12	-0.6	-1	31	-16	-2	1	7	3	12
Cc1noc2ncnc(Sc3c(Cl)cccc3Cl)c12	4	-3.8	9	-34	7	-5	1	3	-1	-4
CC1CC(C)CN(S(=O)(=O)CC23CCC(CC2=O)C3(C)C)C1 (stereo unspecified)	nt	-1.8	3	1	-13	-2	-4	0	-3	nt
O=C(COC(=O)c1ccc(Cl)nc1)NNC(=O)c1ccc(Br)cc1	-14	0.9	-1	-8	-10	5	-1	-5	5	14
COc1ccc(S(=O)(=O)/N=C2\C=C(Nc3ccc(O)cc3)C(=O)c3ccccc32)cc1	56	-3.2	-4	-99	0	-9	-3	51*	8	-56
CC(=O)c1cccc(CN2CCc3ccc(NC(=O)C4CCCO4)cc3C2)c1 (stereo unspecified)	1	-0.6	14	4	-8	3	-2	-1	-9	-1
Cc1cc(C)nc(N/N=C/c2cc3c(cc2[N+](=O)[O-])OCO3)n1	37	-0.5	17	-10	-3	7	nt	2	-2	-37
CCOC(=O)C1(Cc2ccccc2C)CCCN(C(=O)c2ccccn2)C1 (stereo unspecified)	13	-0.4	21	13	-4	-5	nt	1	-7	-13
C[C@H](CO)N1C[C@H](C)[C@@H](CN(C)C(=O)Nc2ccc3c(c2)OCO3)Oc2ccc(NC(=O)Nc3ccc(C(F)(F)F)cc3)cc2C1=O	-19	-1.7	-30	-1	-9	-2	-7	nt	5	19
Cc1ccc(C(=O)n2cnnc2N)cc1	-56	-1.3	nt	0	-8	-10	-2	-1	8	56
CCOC(=O)C1=C(C)NC(C)=C(C(=O)OCC)C1C(=O)OCC(=O)NC(C)c1ccccc1 (stereo unspecified)	-17	-1.4	nt	6	-3	-14	-4	-7	3	17
COc1ccc(/C=C2\SC(N3CCc4ccccc4C3)=NC2=O)cc1OC	-23	-7.8	15	13	-10	11	-16	28	2	23
CCNC(=O)CC1S/C(=N/N=C(\C)c2ccccc2)NC1=O (stereo unspecified)	-34	-0.9	4	6	-2	-2	3	-2	-7	34
CC1CCN(C(=O)COC(=O)c2cc(=O)[nH]c3ccccc23)CC1	-9	-0.3	5	62	-12	-12	-2	nt	5	9
COc1ccccc1C1=NOC(COC(=O)c2ccc3ccccc3n2)C1 (stereo unspecified)	-18	-4.0	-2	-9	-9	-16	-1	15	5	18
O=C(COC(=O)c1cc[n+]([O-])cc1)NCC12CC3CC(CC(C3)C1)C2	1	-0.6	7	-16	-18	2	-3	0	-8	-1
OCCCn1c(C(CO)Nc2nc(-c3ccc(Cl)cc3)cs2)nc2ccccc21 (stereo unspecified)	4	0.9	5	-2	4	-18	15	nt	-11	-4
Cc1ccc(C(=O)Nc2nnc(C3CCCCC3)s2)o1	6	-0.1	9	56	-9	-5	0	-4	11	-6
Clc1ccccc1-c1nnc2sc(-c3ccc4c(c3)OCO4)nn12	-15	-2.8	-9	6	1	-24	-20	2	-1	15
CC(C)(C)CC(C)(C)N=C1Nc2cc(Cl)c(Cl)cc2NC12C[C@H]1CCC(=O)N3CC[C@@H](C2)[C@@H]13 (stereo partly specified)	32	0.0	-9	-2	-11	-2	1	nt	5	-32
COC(C(=O)N/N=C(\C)c1ccc(O)cc1)c1ccccc1 (stereo unspecified)	-6	-19	-20	8	9	-7	-2	-3	5	6
CC1CN(C(=O)c2ccccc2Oc2ccccc2)CC(C)O1 (stereo unspecified)	-8	-2.2	-12	10	-16	0	0	-1	nt	8
COCCOc1cc(-n2ccnc2SC)c(Cl)cc1Cl	9	0.1	nt	-8	-1	6	-2	2	-8	-9
CC(CNC(=O)c1ccccc1Cl)c1ccccc1 (stereo unspecified)	-8	nt	7	66	-16	1	-2	1	-6	8
C=CCN1C(=O)c2ccc(C(=O)N(CC)CC(=O)Nc3c(F)cccc3F)cc2C1=O	-18	-2.0	nt	1	-10	-13	1	-3	1	18
COc1ccc(C(=O)NC(C)c2ccccc2)cc1Br (stereo unspecified)	3	-3.8	15	-3	7	1	-4	-2	-5	-3
COc1ccc(NC(=O)CSc2nnc(-c3ccc(F)cc3)o2)cn1	-2	0.1	-17	71	-9	0	-3	3	-5	2
CCOC(=O)C(=O)c1c(C)cc2ccccn12	-18	-2.7	-10	5	-9	-3	-2	3	-5	18
COc1cc(CCC(=O)NCc2ccc3c(c2)OCO3)cc(OC)c1OC	6	0.0	-24	-7	-12	-15	4	7	nt	-6
O=C(Nc1c(C(=O)c2ccccc2)oc2ccccc12)c1cc(-c2ccccc2O)n[nH]1	74*	-0.6	-29	1	-12	2	-3	-2	9	-74
Cc1cc(C)cc(NC(=O)N2CCN(Cc3ccc4c(c3)OCO4)CC2)c1	6	-0.4	-11	nt	-15	-9	-7	-5	7	-6
CCCn1c(N)c(N2CCCCC2)c(=O)n(CC(=O)Nc2cccc(S(=O)(=O)N(C)C)c2)c1=O	-23	0.5	8	nt	-11	-8	-3	2	-2	23
CSCCC(NC(=O)c1ccccc1Br)C(=O)NCc1ccc(F)cc1 (stereo unspecified)	14	nt	-10	-3	5	2	-9	-2	0	-14
CC1Cc2ccccc2N1CC(=O)N(C)c1c(N)n(Cc2ccccc2)c(=O)[nH]c1=O (stereo unspecified)	-14	0.5	17	-6	0	-10	-4	3	7	14
Cc1nonc1NC(=O)OCCN1CCOC1=O	-18	0.2	10	-1	3	-3	nt	1	8	18
CC(=O)c1c(C)n(C)c2ccc(O)cc12	-12	-0.5	20	7	6	0	-2	2	7	12
Cc1ccccc1N(CC(=O)NCc1ccccc1)C(=O)CCC(=O)Nc1nccs1	-11	-0.3	17	4	14	-10	5	0	5	11
CCOCCCNC(=O)c1cc(C)nn1-c1ccccc1	-18	-0.3	25	nt	-10	0	nt	nt	1	20
CCCNC(=O)N1CCCC(C(N)=O)C1 (stereo unspecified)	-18	-1.6	-11	-3	8	-5	-2	-3	1	18
CCOC(=O)c1c(NC(=S)NC(C)=O)sc(C)c1C	-18	-2.6	8	-5	-15	1	-5	0	-20	18
CC(CC(=O)N1CCN(C(=O)c2ccccc2)CC1)c1ccccc1 (stereo unspecified)	-2	-0.4	5	nt	3	2	-1	0	3	2
NC(=O)C1CCN(C(=O)CSc2ccsc2[N+](=O)[O-])CC1	-50	-2.5	7	-1	0	-3	-4	1	4	50
Oc1ccccc1CN1CCN(C(c2ccccc2)c2ccccc2)CC1	-15	1.2	7	nt	3	-2	-1	1	nt	15
COc1cccc(N2CCN(C(=O)c3ccc(Cl)c(NC4=NC5CS(=O)(=O)CC5S4)c3)CC2)c1 (stereo unspecified)	3	-1.9	16	-7	5	-13	0	0	-2	-3
COc1cc(/C=C2/CCCC(C(=O)C(F)(F)F)=C2O)ccc1O	3	-0.7	-27	-14	-11	-4	-4	nt	10	-3
O=C(Nc1ncn[nH]1)c1ccc(Cl)c(Cl)c1	-32	-3.4	nt	-2	-4	0	-1	4	-3	32
COc1ccc(OC)c(NC(=O)c2cc(-c3cc(Cl)ccc3O)n[nH]2)c1	70	nt	nt	nt	0	?	1	1	13	-70
O=C(Cc1ccccc1Cl)Nc1cccnc1	-23	-1.9	-6	-3	-10	-3	-2	nt	-3	23
Cn1c(CC(=O)Nc2ccccc2F)nnc1SCC(=O)Nc1ccccc1Br	2	-1.0	-3	-17	-12	-1	42*	-4	-4	-2
Nc1c(N(CCC2=CCCCC2)C(=O)CCCOc2ccccc2)c(=O)[nH]c(=O)n1Cc1ccccc1	2	-0.8	nt	-13	-17	7	49*	nt	6	-2
COc1ccc(/C=C/C(=O)OCC(=O)NCCC2=CCCCC2)cc1OC	27	-2.1	-3	-6	7	-10	-5	1	9	-27
C/C(=C\c1ccccc1)C(=O)N1CCN(c2cccc(C(F)(F)F)c2)CC1	-31	1.0	-37	4	-14	-17	0	-1	5	31
CC1CCN(CC(=O)Nc2cccc(C(=O)Nc3cccc(C(F)(F)F)c3)c2)CC1	44	-1.1	-16	-5	-10	-90	-1	-5	-3	-44
CCN1C(=O)/C(=C\c2ccc(-c3ccc([N+](=O)[O-])cc3OC)o2)SC1=Nc1cccc(C(=O)O)c1	-12	-5.0	-15	6	4	13	-6	60*	-1	12
COc1cccc(N2CC(C(=O)Nc3nnc(SCC(=O)Nc4ccc(NC(C)=O)cc4)s3)CC2=O)c1 (stereo unspecified)	14	-3.1	-12	2	-14	4	-4	0	2	-14
Carrying on:
SMILES	SR-BI DiI inh	CAL PDZ FP-1	PfHsp90 set2	MITF TRPM1 HTS	PvdQ acylase	dFosB act	CAL PDZ FP-2	NSD2 inh	Rtt109 Vps75	SR-BI DiI-HDL act
COC(=O)CCC(=O)Nc1ccc(NC(=O)CCC(=O)OC)cc1	-23	0.1	14	4	-3	2	-3	-1	2	23
Cc1cc([N+](=O)[O-])ccc1NC(=O)CSc1nnc(C)n1C	-6	0.1	-9	nt	-3	-1	1	0	4	6
O=C(NCC(=O)N1CCCCC1)c1sc2ccccc2c1Cl	10	-0.6	-3	114*	-13	-11	-5	-5	1	-10
O=C(NNS(=O)(=O)c1ccc(Cl)cc1)c1cc(-c2ccccc2)n[nH]1	-6	0.1	-25	-3	-12	-7	-1	-28	4	6
O=C1CCCC(=O)N1c1ccc(Oc2ccc(Cl)cc2)cc1	-5	-0.3	-27	1	-13	0	1	-5	0	5

Screening results: PubChem BioAssay, Broad Institute

No enrichment for hits; about 4.3% have a hit in one of these screens.
